PME-1 inh – blocks human protein phosphatase methylesterase 1; Q9Y570; recombinant PME-1, FP-Rh probe fluorescence polarization; inhibition, % at 5.9 µM; actives 0.53% (n = 320,000); AID 2130;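 active = inhibition above the campaign mean of all compounds plus 3 SD, cut at about 26% in these data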;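 also: competitive labeling of PME-1 active site by serine hydrolase directed probe; 0% = PME-1 with DMSO and 100% = wells lacking PME-1 enzyme; inhibitors block probe labeling so polarization falls and inhibition rises; many of its hits are not listed in these tables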
Target sequence (Q9Y570 whole entry, looked up): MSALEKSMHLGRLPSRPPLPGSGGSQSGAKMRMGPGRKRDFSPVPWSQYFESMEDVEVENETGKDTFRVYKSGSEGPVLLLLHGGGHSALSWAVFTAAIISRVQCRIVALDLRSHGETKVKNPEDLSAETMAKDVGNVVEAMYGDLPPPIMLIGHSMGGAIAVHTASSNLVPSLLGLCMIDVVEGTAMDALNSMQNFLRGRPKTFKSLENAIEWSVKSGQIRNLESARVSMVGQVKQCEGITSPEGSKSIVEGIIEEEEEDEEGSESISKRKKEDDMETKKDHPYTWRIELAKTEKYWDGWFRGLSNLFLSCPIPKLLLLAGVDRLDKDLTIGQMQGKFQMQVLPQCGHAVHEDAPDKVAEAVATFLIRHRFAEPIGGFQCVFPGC
PAFAH1B2 inh – inhibitors of human PAFAH1B2. P68402. recombinant PAFAH1B2, FP-rhodamine activity probe, fluorescence polarization. inhibition, % at 3.39 µM. actives 1.2% (n = 340,000);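 active = inhibition above the mean of all tested compounds plus 3 SD, cut at about 24% in these data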;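 also: 0% = enzyme with DMSO and 100% = wells lacking PAFAH1B2; many of its hits are not listed in these tables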
MEX-5 binding – C. elegans MEX-5 TCR-2 RNA binding activity. Q9XUB2. MEX-5/FITC-TCR2 RNA binding, fluorescence polarization; stronger effect = lower value. activity score (negative = inhibition of binding), % at 10 µM. actives 0.38% (n = 300,000);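 active = inhibition past about -25% in most replicates, and total fluorescence under double the plate's negative control median, limit read from the data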;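 also: 0% = DMSO and -100% = 5 µM competing unlabeled TCR2 RNA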
AHR activator – human AHR activation; activation, % at 5 µM; AHR-responsive luciferase reporter cells, luminescence; actives 2.5% (n = 320,000); P35869; AID 2796; in the data active = activation above about 47%;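 also: 0% = vehicle wells and 100% = reference agonist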
pPAFAH inh – pPAFAH (human) enzyme inhibition. recombinant pPAFAH, FP-rhodamine probe fluorescence polarization. Q13093. inhibition, % at 3.39 µM. actives 1.5% (n = 330,000). AID 463082;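 active = inhibition above the mean inhibition across the screen plus 3 SD, cut at about 25% in these data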;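 also: inhibitors block binding of the rhodamine activity-based probe so polarization drops; 0% = enzyme with DMSO and 100% = wells lacking pPAFAH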
GLD-1 RNA inh – GLD-1-TGE RNA interaction inhibition (C. elegans); Q17339; purified GLD-1 + fluorescein TGE RNA, fluorescence polarization; inhibition, % at 5.96 µM; actives 0.44% (n = 320,000); AID 2280;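 active = percent inhibition above a per-plate cutoff, the plate mean of test compounds plus 3 SD, cut at about 30% in these data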;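 also: 0% = DMSO wells with GLD-1 and probe and 100% = wells lacking GLD-1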
Target sequence (Q17339 whole entry, looked up): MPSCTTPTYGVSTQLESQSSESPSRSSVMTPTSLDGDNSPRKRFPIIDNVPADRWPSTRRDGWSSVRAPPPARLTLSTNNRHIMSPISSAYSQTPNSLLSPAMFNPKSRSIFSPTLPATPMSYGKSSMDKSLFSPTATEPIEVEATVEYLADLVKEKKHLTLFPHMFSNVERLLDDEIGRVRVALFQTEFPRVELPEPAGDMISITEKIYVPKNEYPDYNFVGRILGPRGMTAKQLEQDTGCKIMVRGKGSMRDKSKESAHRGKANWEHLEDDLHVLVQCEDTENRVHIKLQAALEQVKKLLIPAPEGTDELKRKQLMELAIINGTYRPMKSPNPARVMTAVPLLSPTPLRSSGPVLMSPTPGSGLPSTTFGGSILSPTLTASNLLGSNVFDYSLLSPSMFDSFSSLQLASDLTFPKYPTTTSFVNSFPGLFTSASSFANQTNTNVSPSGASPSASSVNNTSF
MCL1 BIM primary – MCL1-BIM-BH3 interaction inhibition (human) | Q07820 | GST-MCL1 / FITC-Bim-BH3 fluorescence polarization | inhibition, % at 10.9 µM | actives 0.68% (n = 320,000) | AID 2057;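 active = inhibition above the mean inhibition of all tested compounds plus 3 SD, set per campaign, cut at about 40% in these data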;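 also: 0% = DMSO wells and 100% = unlabeled Bim-BH3 peptide control; higher means more loss of mP so more displacement of Bim peptide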
Fam108B inh – Fam108B inhibition, counter-screen for RBBP9 inhibitors. recombinant Fam108B, FP-Rh probe fluorescence polarization. inhibition, % at 9.51 µM. actives 0.33% (n = 300,000). AID 1947;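 active = inhibition above the screen mean inhibition plus 3 SD, computed separately per campaign, cut at about 18% in these data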;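 also: inhibitors lower polarization as less probe binds the enzyme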
BCLXL inh – inhibitors of human Bcl-xL; Q07817; GST-Bcl-xL / FITC-Bim BH3 peptide fluorescence polarization; inhibition, % at 10.9 µM; actives 0.7% (n = 320,000); AID 2129;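 active = inhibition above the mean of all tested compounds plus 3 SD, cutoff set per campaign, cut at about 30% in these data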;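 also: 0% = DMSO wells and 100% = unlabeled Bim-BH3 peptide competitor; inhibitors lower millipolarization by displacing the labeled peptide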
Target sequence (Q07817 whole entry, looked up): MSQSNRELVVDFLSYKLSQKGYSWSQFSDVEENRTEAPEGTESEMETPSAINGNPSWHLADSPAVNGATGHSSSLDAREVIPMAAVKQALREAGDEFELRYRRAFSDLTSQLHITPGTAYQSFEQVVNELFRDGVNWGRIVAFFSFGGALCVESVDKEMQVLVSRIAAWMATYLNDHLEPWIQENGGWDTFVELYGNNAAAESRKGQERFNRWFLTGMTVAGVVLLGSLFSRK
Active calls of the source: *; x = no result given. The list is partial; the hit share may differ from the screen's.

structure	PME-1 inh	PAFAH1B2 inh	MEX-5 binding	AHR activator	pPAFAH inh	GLD-1 RNA inh	MCL1 BIM primary	Fam108B inh	BCLXL inh
CCN(CC)S(=O)(=O)c1ccc(NC(=O)c2cc(-c3ccccc3)nc3ccccc23)cc1	-56	-19	-1.1	-2	1	0	8	-40	1
COCCN(C(=S)Nc1cccc(C)c1)C(C)c1cccs1 (stereo unspecified)	-1	4	1.0	0	1	3	4	-1	6
CCCCn1c(N)c(N(CCOC)C(=O)CCc2ccc(OC)cc2)c(=O)[nH]c1=O	-7	2	-1.4	2	4	1	-3	-3	-4
Cc1ccccc1-n1c(C)nc2ccccc21	-8	-1	-0.7	-1	1	6	4	-1	5
CC(C)C(NS(=O)(=O)c1cccs1)C(=O)N(C)Cc1ccccc1 (stereo unspecified)	3	-3	-2.6	0	-1	0	7	-1	3
O=C(O)c1ccccc1OCc1nc2ccccc2s1	1	3	1.9	26	5	7	0	6	2
Cn1c2c(c(=O)n(C)c1=O)C(NC(=O)c1ccco1)(C(F)(F)F)C(=O)N2 (stereo unspecified)	2	4	-2.7	-1	-1	-8	10	-1	4
COc1ccc(CN2CCCC(C(=O)Nc3cccc(-n4cccn4)c3)C2)c(F)c1 (stereo unspecified)	1	-2	-0.3	18	-1	6	-5	0	2
Nc1ccn(CC(=O)N2CCN(c3ccccn3)CC2)c(=O)n1	-6	5	x	3	-3	-4	3	x	4
COc1ccc(CCNC(=O)CC2SC(=Nc3cc(C)cc(C)c3)NC2=O)cc1OC (stereo unspecified)	2	1	2.8	11	-2	-4	3	-4	1
Cc1ccc(C(=O)N2CCCCC2C(=O)O)o1 (stereo unspecified)	2	3	0.7	-1	1	-3	6	-3	3
COc1ccc(-n2nc3cc(C)c(N)c(Br)c3n2)cc1	4	8	-0.3	49*	7	-3	8	8	7
COc1ccc(-c2noc(CSc3nc4ccccc4c(=O)n3-c3ccccc3)n2)cc1	-5	2	2.3	-2	1	3	1	-2	-1
O=C1CC2(CON=C2c2ccc(F)cc2)C(=O)N1c1ccc(F)cc1 (stereo unspecified)	-2	6	0.7	4	1	0	0	-11	6
Cc1noc(C)c1COc1cccc(C(=O)N(C)Cc2nc3ccccc3c(=O)[nH]2)c1	-1	0	x	1	-1	-1	4	x	4
O=C(Nc1ccc2snnc2c1)N1CCSCC1	-5	1	1.8	6	2	2	-1	-2	3
Cc1ccc(OCCC(=O)OCC(=O)Nc2cc(S(=O)(=O)N(C)C)ccc2C)cc1	6	-1	-0.8	0	21	-2	-4	0	-3
COc1ccccc1N=c1oc2cc(O)ccc2cc1C(N)=O	4	-2	-3.8	23	22	-20	-28	-1	-7
CN(C)C(=O)c1ccc(NC(=O)c2cc(-n3cnnc3)ccc2Cl)cc1	-4	1	1.0	-3	0	7	9	2	6
O=C(O)C1=C(C(=O)Nc2cccc(C(F)(F)F)c2)CCCC1	-2	8	-1.7	2	-9	-3	-3	4	-3
O=C(NCc1cccnc1)c1ccc(NC(=O)c2ccc(Br)cc2)cc1	2	3	0.5	4	-4	-3	4	1	4
Cc1ccc(NC2=C(NC(=O)c3ccccc3)C(=O)c3ccccc3C2=O)cc1Cl	10	9	1.4	104*	6	1	36	8	23
COc1cccc(-c2nc(CS(=O)(=O)CC(=O)N3CCc4ccccc4C3)c(C)o2)c1	0	6	0.5	4	-10	3	-1	-1	2
Cc1ccc(NC2CCCN(C(=O)c3c(C)noc3C)C2)cc1C (stereo unspecified)	5	18	-1.1	9	0	7	7	1	0
Cc1ccc(CNC(=O)C(Cc2ccccc2)NS(=O)(=O)c2ccc3c(c2)CCC(=O)N3)cc1 (stereo unspecified)	4	7	-1.5	-1	5	6	-1	-1	0
CC[C@@H]1CN(C)[C@H]2Cc3c([nH]c4ccccc34)C(=O)C[C@@H]1[C@@H]2C(=O)OC	1	4	-1.0	2	-4	1	9	7	5
C[C@H](NC(=O)OC(C)(C)C)C(=O)NCC1CCC(C(=O)N[C@@H](Cc2ccccc2)C(=O)O)CC1 (stereo partly specified)	5	-2	0.4	1	-2	-2	3	3	7
Oc1cc2c(cc1O)CN(C(=S)NCCc1ccc(Cl)cc1)CCC2	-5	64*	x	1	12	1	34	1	27
CN(C)CC/C=C1\c2ccccc2Sc2ccc(Cl)cc21	-4	-2	-3.2	-4	4	0	12	-3	4
Cc1ccccc1CN(c1ccc(C(=O)Nc2ccccc2C(=O)NCc2ccco2)cc1)S(C)(=O)=O	-21	21	1.6	5	-1	2	3	-16	2
CCCc1cc(=O)oc2c(C)c(OCC(=O)NC3CC(C)(C)NC(C)(C)C3)ccc12	-3	0	-2.5	1	8	1	3	4	6
Cc1ccc(N2C(=O)CC(Sc3nc(-c4ccccc4)c4cc(Cl)ccc4n3)C2=O)c(C)c1 (stereo unspecified)	3	-4	2.4	0	4	-3	4	-1	4
CC1(C)CC(=O)C2=C(C1)OC(N)=C(C#N)C2C1CC=CCC1 (stereo unspecified)	1	6	-3.6	2	-5	1	3	4	5
CCN(CC(=O)Nc1c(F)cccc1F)C(=O)Cc1c(C)nc2ccccc2c1C	9	-4	x	4	2	-2	7	x	-1
Cc1ccc(NC(=O)c2ccc3nsnc3c2)c(Cl)c1	-7	0	-1.7	3	5	1	5	2	1
COc1ccc(C)cc1NC(=O)C1CCN(S(=O)(=O)c2cccc3nonc23)CC1	-2	-1	-3.3	6	5	4	2	1	0
CC(Sc1ccccc1)C(=O)Nc1ccc(N2CCOCC2)cc1 (stereo unspecified)	3	0	2.0	0	8	1	7	1	6
CCOC(=O)CSc1nnc(CSc2nc(C)cc(C)n2)n1Cc1ccco1	0	8	-3.4	3	-2	36*	10	0	9
O=C(Cn1c(=O)sc2ccccc21)NCCOc1ccccc1F	4	4	0.3	4	0	-4	-1	-1	1
COc1cc(/C=C(\C#N)C(=O)Nc2ccc3ccccc3c2)c([N+](=O)[O-])cc1OC	-1	-6	-1.4	14	9	-6	-2	-7	0
CCOC(=O)c1c(NC(=O)CSc2ncn[nH]2)sc(C(C)=O)c1C	6	3	-1.5	1	-3	-1	-7	1	1
COc1cccc(OC)c1C(=O)Nc1ccccc1NC(=O)c1c(OC)cccc1OC	-4	-3	0.8	0	-3	2	-9	-2	1
O=C(N/N=C\c1cccnc1)c1ccccc1O	-1	5	0.5	28	-1	-10	22	0	-3
Cc1cccc(NC(=O)c2ccc(COc3cccc4ccccc34)o2)n1	-10	-1	0.3	71*	-3	-2	4	-1	3
O=C(Nc1ccc(OC(F)(F)C(F)F)c(NC(=O)c2cccc(F)c2)c1)c1cccc(F)c1	-5	2	-3.3	25	-1	-4	0	0	0
CCNc1c2c(nc3ccccc13)CC(C)(C)CC2=O	-1	-2	-3.2	3	7	2	4	1	4
O=[N+]([O-])c1ccc(O)c(/C=N\N=C2c3ccccc3-c3ccccc32)c1	13	6	-1.0	47*	21	11	-5	21*	-3
Cc1cccc(NC(=O)CSCC(=O)OCc2ccccn2)c1	4	5	-2.5	5	1	0	7	0	-2
COc1cccc(C(=O)Nn2c(C)nnc2-n2nc(C)cc2C)c1	5	6	2.1	5	-1	-1	8	3	6
COc1ccc(NC(=O)CC2SC(N3CCOCC3)=NC2=O)c(OC)c1 (stereo unspecified)	1	0	x	-1	5	2	3	x	2
COc1ccc(C(=O)N/C(=C\c2cn(C)c3ccccc23)C(=O)NCCN2CCOCC2)cc1OC	-2	4	-0.4	6	2	-52	-1	-6	0
C=CCCC(=O)Nc1ccc(COC(=O)N2CCOCC2)cc1	1	2	-1.2	3	6	6	2	2	1
CCOC(=O)N1CCN(c2nc(-c3ccc(OC)cc3)no2)CC1	11	-1	x	-2	-4	-1	0	5	2
c1ccc2c(CSc3nnc(-c4ccncc4)o3)cccc2c1	0	4	-0.3	2	21	4	-4	-2	2
CC(=O)NC12CC3CC(C1)CC(C(=O)N1CCN(S(=O)(=O)c4cccs4)CC1)(C3)C2	3	1	x	1	2	1	-6	x	1
COc1ccc(S(=O)(=O)N(C)C[C@@H]2Oc3ccc(NC(=O)Nc4c(C)noc4C)cc3C(=O)N([C@H](C)CO)C[C@@H]2C)cc1	x	3	x	-2	2	5	x	x	x
COCC(=O)Nc1cc(Cl)ccc1C(F)(F)F	-4	x	-1.0	-1	2	-7	7	0	7
O=C(CNC(=O)c1ccc(OC(F)F)cc1)Nc1cccc(S(=O)(=O)N2CCCC2)c1	-4	1	0.7	4	-1	1	1	0	-1
Nc1c2c(nc3ccccc13)CSCC2	1	10	x	12	8	2	4	-5	8
Nc1ccc(O)c(-c2nc3ccccc3s2)c1	8	0	-5.2	22	34*	16	61*	1	51*

Entries of single compounds, looked up by structure. Screens in order: PME-1 inh, PAFAH1B2 inh, MEX-5 binding, AHR activator, pPAFAH inh, GLD-1 RNA inh, MCL1 BIM primary, Fam108B inh, BCLXL inh
Entry for COc1ccc(-n2nc3cc(C)c(N)c(Br)c3n2)cc1 = 4, 8, -0.3, 49*, 7, -3, 8, 8, 7
Entry for CC(Sc1ccccc1)C(=O)Nc1ccc(N2CCOCC2)cc1 (stereo unspecified) = 3, 0, 2.0, 0, 8, 1, 7, 1, 6

Next part
structure	PME-1 inh	PAFAH1B2 inh	MEX-5 binding	AHR activator	pPAFAH inh	GLD-1 RNA inh	MCL1 BIM primary	Fam108B inh	BCLXL inh
Cc1cc(=O)n2nc(N3CCCC3C(=O)Nc3cccc(F)c3)sc2n1 (stereo unspecified)	-5	1	-1.5	3	-2	4	-2	-3	1
COc1cc(/C=C2\SC(=S)N(Nc3ncc(C(F)(F)F)cc3Cl)C2=O)ccc1O	-199	-109	5.4	2	-41	-12	-5	-139	-5
CC1CCN(CCOc2ccc(C(=O)c3ccccc3)cc2)CC1	1	6	2.4	-2	3	5	15	2	10
Cc1ccccc1-n1cc(CNC(=O)CC2C(=O)NCCN2C/C=C/c2ccccc2)cn1 (stereo unspecified)	1	1	0.3	4	1	-2	1	-4	4
CN(c1ccccc1)S(=O)(=O)c1ccc2[nH]c(=O)oc2c1	-2	23	0.8	2	10	-5	12	2	3
O=C1OC(Nc2ccccn2)c2ccccc21 (stereo unspecified)	-1	-2	-5.8	1	0	-3	-6	-6	-2
CCOc1ccc(NC(=O)CSC2=NCCN2)cc1	-5	-2	1.2	1	-1	6	12	-1	5
COC(=O)c1cccc(N(C(=O)c2cnccn2)C(C(=O)NCc2ccccc2)c2ccco2)c1 (stereo unspecified)	3	0	2.6	0	5	-6	4	-2	6
COc1ccc(N2CCN(C(=O)COC(=O)c3cccc(S(=O)(=O)Nc4cccc(C)c4)c3)CC2)cc1	7	-4	0.1	2	40*	4	-3	3	2
CC(C)N(C(=O)COC(=O)c1ccccc1C(=O)c1ccc(Cl)c([N+](=O)[O-])c1)C(C)C	8	12	-1.7	0	7	5	-1	1	1
O=c1oc(C2(O)CCCCC2)cc2ccc(Br)cc12	2	-2	x	-1	3	-1	-6	x	1
CCN1CCN(CCNC(=O)c2ccc(CS(=O)c3ccc(Br)cc3)o2)CC1 (stereo unspecified)	3	6	-0.5	0	4	7	0	-1	4
C/C(CCc1ccccc1)=N\NC(=O)c1ccccc1[N+](=O)[O-]	-7	9	2.5	2	4	5	9	2	1
CCN(CC)c1ccc(N2C(=O)c3ccccc3C2=O)cc1	0	3	-4.4	32	-6	4	6	-1	8
Cn1c(NC(=O)c2ccc(Cl)cc2Cl)cc(=O)n(C)c1=O	4	-2	-0.9	2	-2	-3	0	-2	1
